Source: PubChem BioAssay (several laboratories)
hDAT+cocaine = changed hDAT dopamine uptake under cocaine IC80, either direction, primary screen, cocaine antagonist project, cell-based, LLC-PK1 hDAT, [14C]-dopamine uptake, MLSMR | LLC-PK1 hDAT cells, [14C]-dopamine uptake with cocaine IC80; actives deviate in either direction | B-score at 10 µM | hit rate 1.3% among 110,000 | AID 449768, 2010;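 active = Z score or B-score, a plate-position-corrected score, falls beyond the plate's 99.7% confidence bounds, in either direction; inactive = both scores lie inside the 99.7% bounds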;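 note: scored against the spread of the other compound wells on the same plate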
Target sequence (Q01959 whole entry, looked up): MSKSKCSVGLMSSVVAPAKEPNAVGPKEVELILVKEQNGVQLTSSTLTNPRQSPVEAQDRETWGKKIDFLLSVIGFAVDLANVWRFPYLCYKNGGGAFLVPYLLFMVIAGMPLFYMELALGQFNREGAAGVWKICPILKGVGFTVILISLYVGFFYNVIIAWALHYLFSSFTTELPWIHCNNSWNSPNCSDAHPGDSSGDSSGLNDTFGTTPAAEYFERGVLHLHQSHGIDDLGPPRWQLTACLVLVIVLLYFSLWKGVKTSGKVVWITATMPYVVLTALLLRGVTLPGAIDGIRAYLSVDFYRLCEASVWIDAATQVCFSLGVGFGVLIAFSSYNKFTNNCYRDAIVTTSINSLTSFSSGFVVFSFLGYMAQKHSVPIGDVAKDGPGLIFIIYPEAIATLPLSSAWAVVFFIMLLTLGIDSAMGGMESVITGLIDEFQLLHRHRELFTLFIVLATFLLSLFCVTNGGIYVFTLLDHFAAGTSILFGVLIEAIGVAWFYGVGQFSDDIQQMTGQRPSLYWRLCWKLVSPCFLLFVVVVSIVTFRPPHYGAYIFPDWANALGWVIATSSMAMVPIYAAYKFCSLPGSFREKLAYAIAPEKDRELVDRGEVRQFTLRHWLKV
CYP2C9 act = human CYP2C9 activators, primary screen, biochemical, luminescence; activation factor at 5 µM; Cytochrome P450 2C9 (Homo sapiens), P11712; hit rate 1.4% among 96,000; recombinant CYP2C9, luciferin-H conversion; hits give high values; factor 1 = untreated enzyme, 0 = blocked;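 active = activation factor of 2 or more for CYP2C9 at a 5 µM dose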;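 note: 0 = sulfaphenazole-blocked wells and 1 = vehicle-only wells; values of inactives mirror those of a sister screen read the other way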
Target sequence (P11712 whole entry, looked up): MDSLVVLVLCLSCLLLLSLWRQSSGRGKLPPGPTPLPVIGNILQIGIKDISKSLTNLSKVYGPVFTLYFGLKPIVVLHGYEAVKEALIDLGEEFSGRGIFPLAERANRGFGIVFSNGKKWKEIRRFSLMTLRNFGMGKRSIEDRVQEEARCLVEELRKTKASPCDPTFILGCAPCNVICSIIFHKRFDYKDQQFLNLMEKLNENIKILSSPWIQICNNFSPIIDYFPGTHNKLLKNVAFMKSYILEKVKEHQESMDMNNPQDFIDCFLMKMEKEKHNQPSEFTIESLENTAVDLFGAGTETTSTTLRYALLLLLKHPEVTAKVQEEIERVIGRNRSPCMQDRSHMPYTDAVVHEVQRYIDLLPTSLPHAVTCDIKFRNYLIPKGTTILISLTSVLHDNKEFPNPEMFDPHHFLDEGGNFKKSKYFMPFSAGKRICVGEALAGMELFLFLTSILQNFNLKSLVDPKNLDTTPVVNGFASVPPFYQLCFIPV
CYP2C9 inh = blockers of cytochrome P450 2C9 activity – biochemical, luminescence, ADME assay, primary screen; inhibition, % at 5 µM; AID 777, 2007; CYP2C9 Supersomes, luciferin-H conversion; hit rate 20% among 96,000; P11712;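 active = blocking of liver enzyme CYP2C9 beyond about 50% at 5 µM, limit read from the data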; note: values of inactives mirror those of a sister screen read the other way
IL1B cytotox = cytotoxicity in IL-1B stimulated HUVEC, primary screen, cytotoxicity control for IL-1B NFkB translocation project, imaging, Hoechst nuclear count, IL-1B stimulus; cell count reduction, % at 2 µM; HUVEC cell count loss; hit rate 0.41% among 94,000;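 active = cell count reduction more than 3 SD above the screen-wide mean, cut at about 70% in these data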;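 note: normalized per plate to untreated control cells as the no-loss baseline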
CYP2C19 inh = blockers of cytochrome P450 2C19 activity – biochemical, luminescence, ADME assay, primary screen; P33261; CYP2C19 Supersomes, luciferin-H EGE luminescence, 30 min; inhibition, % at 5 µM; hit rate 21% among 96,000;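 active = CYP2C19 inhibition above a set limit at 5 µM in the primary screen, cut at about 50% in these data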;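 note: plate controls were negative control wells for no effect and 2.5 mM tranylcypromine positive control for full effect; values of inactives mirror those of a sister screen read the other way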
VCAM1 TNFa inh = inhibitors of TNFa-induced VCAM1 expression, primary screen, imaging, HUVEC, TNFa stimulus, immunofluorescence. HUVEC TNFa-induced VCAM-1 immunofluorescence, high-content imaging. inhibition, % at 2 µM. hit rate 0.48% among 95,000. AID 802, 2007;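 active = inhibition above the batch mean plus 3 SD, with images confirmed as a hit by eye, cut at about 37% in these data; inconclusive = inhibition above that limit but hit not confirmed in images; inactive = inhibition not above that limit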;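 note: 0% = TNF-stimulated DMSO wells and 100% = unstimulated control wells; not every result past the cut was called active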
CYP2C19 act = human CYP2C19 activators, primary screen, biochemical, luminescence. Cytochrome P450 2C19 (Homo sapiens), P33261. recombinant CYP2C19, luciferin-H EGE luminescence; hits give high values; 0 = fully inhibited enzyme, 1 = untreated enzyme. activation factor at 5 µM. 96,000 tested, under 10 active;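 active = activation factor of at least 2 at 5 µM in the primary screen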;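 note: 0 = wells with 2.5 mM tranylcypromine and 1 = vehicle-only wells; values of inactives mirror those of a sister screen read the other way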
HUVEC tox TNFa = cytotoxicity in TNFa-stimulated HUVEC, primary screen, cytotoxicity control for VCAM1 expression modulator project, imaging, Hoechst nuclei count | HUVEC TNFalpha-stimulated, Hoechst cell count | cell count reduction, % at 2 µM | hit rate 0.17% among 93,000 | AID 848, 2007;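 active = cell count reduction exceeding the screen mean by over 5 SD, scaled to untreated wells per plate, cut at about 78% in these data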;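 note: cells counted after 24 h of TNF alpha exposure following the 1 h pretreatment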
Candida biofilm = clotrimazole potentiators killing Candida biofilms, primary screen, with clotrimazole, Alamar Blue | C. albicans biofilm + clotrimazole | inhibition, % at 6 µM | hit rate 0.14% among 85,000;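 active = inhibition above 20%; inactive = inhibition below 20%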;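 note: preformed 24 hr biofilms exposed to compound for 48 hr; 0% = biofilm without compound and 100% = blank killed by clotrimazole plus chlorhexidine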
* marks the source's active call; other numbers are inactive results; ? = inconclusive; · = no result given; & = joins results of further samples.

Every second line gives: hDAT+cocaine	CYP2C9 act	CYP2C9 inh	IL1B cytotox	CYP2C19 inh	VCAM1 TNFa inh	CYP2C19 act	HUVEC tox TNFa	Candida biofilm
Cc1ccc(NC(=O)/C(=C/c2cccc([N+](=O)[O-])c2)NC(=O)C2CCCCC2)cc1
  0.019	1.1	-10	12	10	-30	0.9	8	-1
N#Cc1ccc(C(c2nnnn2C2CCCC2)N2CCC(Cc3ccccc3)CC2)cc1 (stereo unspecified)
  -0.35	0.7	26	-10	56*	25	0.4	-2	0
O=C(C1CCCN(Cc2ccncc2)C1)N1CCc2ccccc2C1 (stereo unspecified)
  0.15	0.3	67*	-24	96*	10	0	-15	3
NC(=O)c1cn(-c2ccccc2)nc1-c1cccnc1
  -0.48	0.7	26	-26	-2	-7	1	-36	5
CCOC(=O)c1cc(-c2ccco2)nc2c1c(C)nn2-c1ccccc1
  1.6	0.7	29	-2	-11	5	1.1	-10	8
O=C(c1ccccc1Nc1ccc(SC(F)F)cc1)N1CCCCCC1
  0.31	0.4	60*	2	84*	0	0.2	-6	5
O=C1CCCCN1CCc1c[nH]c2ccccc12
  1.3	·	·	86*	·	-2	·	1	8
Cc1ccc(NC(=S)N2CCOCC2)c(C)c1
  -1.6	1	3	-54	8	-11	0.9	-6	·
CC1CCN(C(=O)C2c3ccccc3C(=O)N3CCc4ccccc4C23)CC1 (stereo unspecified)
  0.95	1	4	-37	0	?	1	4	6
CCOC(=O)c1c(C)n(C)c2cc(Br)c(C(=O)OC)cc12
  -1	0.8	24	-28	5	-2	0.9	-10	6
N=c1sccn1CC(=O)Nc1ccccc1Cc1ccccc1
  0.33	0.7	27	-10	35	7	0.6	-32	2
O=C(NNC1=C(C(=O)C(F)(F)F)CCC1)c1cccc(O)c1
  0.96	·	·	-31	·	8	·	-12	2
Cc1ccnc2nc(C(=O)N3CCN(c4ccc(F)cc4)CC3)nn12
  -1.3	1.1	-7	1	3	0	1	-16	·
COc1ccc(CC(=O)NC2CC(C)(C)NC(C)(C)C2)cc1
  -0.93	·	·	28	·	-7	·	-7	5
CCN(C(=O)c1ccco1)c1nc(CC(=O)Nc2ccc(Cl)cc2)cs1
  0.53	0.7	34	-9	18	-30	0.8	-24	3
CCn1c(/C=N/n2cnnc2)nc2ccccc21
  -0.37	1	0	-12	22	8	0.8	-32	6
COc1ccc(NC(=O)CCN2CCN(S(=O)(=O)c3ccc(Cl)cc3)CC2)cc1
  1	0.2	75*	·	71*	1	0.3	-7	0
Cc1ccc(C)c(NS(=O)(=O)c2ccc(NC(=O)c3ccco3)cc2)c1
  -0.63	·	·	-10	·	4	·	-15	12
O=C(NCCOc1nc(N2CCCCC2)nc(N2CCOCC2)n1)Nc1ccccc1
  0.82	0.3	69*	-4	38	-40	0.6	·	3
CCOc1ccc(OCC)c(S(=O)(=O)NCc2cccnc2)c1
  -0.0092	·	·	-6	·	10	·	-2	6
N#CC1(c2c(O)nc3n(c2=O)CCCS3)CCCCC1
  0.41	0.9	8	4	-1	-1	1	-9	9
CC1CCN(S(=O)(=O)c2ccc(NC(=O)c3cccs3)cc2)CC1
  1.2	0	96*	·	84*	·	0.2	·	-5
C=CC[N+]1(CC#CCOC(c2ccccc2)c2ccccc2)CCOCC1
  -0.9	1.1	-13	8	-17	12	1.2	52	-1
COc1ccc2nc(N=Nc3ccc(N(C)C)cc3)sc2c1
  ·	0.8	21	-18	58*	4	0.4	-22	·
CCS(=O)(=O)N1CCN(c2ccc([N+](=O)[O-])c(NC(C)c3ccccc3)c2)CC1 (stereo unspecified)
  -0.73	0.3	66*	-28	51*	-3	0.5	-32	·
NC(=O)c1ccccc1NC(=O)CN1CCOCC1
  -0.18	1.2	-17	7	-5	·	1.1	·	11
CC(C)CCNC(=O)C(Cc1ccccc1)NS(=O)(=O)c1ccc2c(c1)c(=O)n(C)c(=O)n2C (stereo unspecified)
  1.9	0.6	38	3	34	20	0.7	11	8
CCOC(=O)c1c(C)c(C(=O)Nc2ccc3c(c2)OCCO3)c(C)n1CC
  0.37	1	2	2	31	20	0.7	-18	6
NNC(=O)c1nc(-c2ccccc2)n2c1CCCCC2
  0.67	0.8	24	-3	41	2	0.6	-40	5
CC(=O)Nc1ccc(NC(=O)C2CCN(S(=O)(=O)c3cccc4nonc34)CC2)cc1
  -0.079	0.7	32	-11	3	-1	1	13	·
CCc1cc2c(NCC3CCCO3)nc(C)nc2s1 (stereo unspecified)
  0.65	·	·	-23	·	18	·	-6	10
CCOC(=O)N1CCN(C(=O)c2cc(-c3ccc(OCC)cc3)nc3ccccc23)CC1
  0.0014&0.46	0.2	76*	-14	16	9	0.8	-22	-2
O=C(CCC(NC(=O)OCc1ccccc1)C(=O)OCC(=O)N1CCCCC1)OCC(=O)N1CCCCC1 (stereo unspecified)
  1.4	0.1	92*	2	83*	0	0.2	-28	·
Cc1ccc(NC(=S)NCc2ccc3c(c2)OCO3)c(C)c1
  1.4	0.7	29	12	90*	5	0.1	-8	·
O=C(Nc1cc(C(F)(F)F)ccc1N1CCOCC1)c1ccccc1F
  ·	1.1	-7	-6	8	13	0.9	6	9
O=C(COC(=O)c1ccco1)Nc1nc2ccccc2s1
  -0.0074	0.7	35	-1	33	-5	0.7	11	·
CCCCOC(=O)CSc1n[nH]c(=O)[nH]c1=O
  -0.3	0.8	17	4	7	6	0.9	13	0
C=CCOc1ccccc1/C=N/O
  -1.1	1	-4	-8	6	0	0.9	-11	8
O=C(Nc1cccnc1)c1ccccc1Oc1ccccc1
  -0.13	0.5	55*	6	64*	-3	0.4	-17	6
COC(=O)CC(NS(=O)(=O)c1cccs1)c1cccc2ccccc12 (stereo unspecified)
  -0.7	1	-2	6	100*	2	0	-10	·
O=C(Cc1coc2ccc3ccccc3c12)NCc1ccccc1
  1.2	2.8*	-184	13	86*	3	0.1	11	4
CC(C)CCSc1nc(N)c(C#N)cc1C#N
  -0.53	0.8	24	-16	14	17	0.9	4	12
CC(=O)N1CCN(C(=O)Nc2cccc(C(F)(F)F)c2)CC1
  -0.036	1	4	-19	8	10	0.9	3	1
Cc1noc(C)c1COC(=O)Cc1ccc(Cl)c(Cl)c1
  ·	0.9	12	-9	32	-16	0.7	-27	-6
O=C(CSc1ccc(-c2ccc(F)cc2)nn1)NCc1ccco1
  -0.039	·	·	-36	·	-12	·	-38	5
CC(C)N1CC(O)=C(c2nc3ccccc3[nH]2)C1=N
  0.83	1	-2	-8	54*	·	0.5	100*	6
COc1cnn(-c2ccccc2)c(=O)c1SCc1ccc(Cl)cc1Cl
  0.58	0.5	47	9	67*	-10	0.3	-7	·
CC1CCCCN1C(=O)Nc1cccc(Cl)c1 (stereo unspecified)
  0.1	0.8	17	-51	70*	-7	0.3	-4	5
N#CC1=C(N)Oc2n[nH]c(-c3ccncc3)c2C1c1ccsc1 (stereo unspecified)
  0.44	0.1	89*	10	46	22	0.5	15	5
O=C(CCn1c(=O)sc2ccccc21)NCCCn1ccnc1
  -0.14	·	·	-8	·	-10	·	11	-3

Other entries:
Every second line gives: hDAT+cocaine	CYP2C9 act	CYP2C9 inh	IL1B cytotox	CYP2C19 inh	VCAM1 TNFa inh	CYP2C19 act	HUVEC tox TNFa	Candida biofilm
CCOC(=O)c1cccc(NC(=O)C2CCCO2)c1 (stereo unspecified)
  -0.41	1	-3	12	9	3	0.9	0	5
O=C(Nc1ccccc1C(=O)N1CCCC1)C1CCN(c2ncccn2)CC1
  0.88	1	-2	·	-9	·	1.1	·	7
c1ccc2c(c1)nc(NC1CCCCC1)c1nncn12
  1.5	1	-2	-14	10	9	0.9	-16	18
CCOc1cc(/C=C2/NC(=O)N(CC(=O)Nc3cccc(C)c3)C2=O)ccc1O
  -0.65	·	·	-27	·	0	·	-32	4
COc1ccc(OC)c(NC(=O)c2ccccc2NS(=O)(=O)c2cccc3cccnc23)c1
  -0.16	0.1	92*	8	77*	-9	0.2	-6	·
CC(=O)Nc1ccc2c(c1)n(C)c(=O)n2C
  -0.65	0.8	21	-27	3	12	1	-27	9
O=C(O)c1cn(-c2ccccc2)nc1-c1ccncc1
  0.079	0.8	18	-24	8	-5	0.9	4	9
COCCSc1ccccc1C(=O)NCc1ccc(S(N)(=O)=O)cc1
  -0.51	1	-2	11	-12	-3	1.1	10	4
CSCCC(NS(=O)(=O)c1ccc2c(c1)oc(=O)n2C)C(=O)NC1CCCc2ccccc21 (stereo unspecified)
  ·	1	-1	0	8	20	0.9	-10	·
O=c1[nH]nc(Cc2ccc(Cl)cc2)c2ccccc12
  0.55	·	·	22	·	2	·	-21	-3
COc1ccc2c3c(cccc13)N(C)N=C2C
  ·	0.4	63*	-5	74*	11	0.3	-8	·
Cc1ccc(OCCSc2cc(C)nc(N)n2)cc1
  1.8	0.8	25	·	72*	·	0.3	·	-1
Cc1ccc2[nH]c3c(c2c1)CN(C)CC3
  -1.3	·	·	10	·	-10	·	-39	8
CCCCCC(=O)Nc1nnn(CCC)n1
  0.39	1.1	-7	5	7	15	0.9	-3	-1
Cc1cc(NC(=O)C2C3C=CC(C3)C2C(=O)O)no1 (stereo unspecified)
  -0.63	1.2	-17	-45	1	?	1	100*	8
COc1ccc(-n2ncc3c(NCCCn4ccnc4)ncnc32)cc1
  -0.94	·	·	-11	·	-9	·	-11	3
N#Cc1nc(COc2ccc(Cl)cc2)oc1N1CCCC1
  0.91	0.6	40	-6	96*	5	0	-12	8
CCN(CC)c1ccc(-c2c(C#N)c(N)nc(OC)c2C#N)cc1
  0.11	0.5	54*	-130	3	2	1	-12	5
O=C(NC1CCCCC1)c1cc2nc3c(c(C(F)(F)F)n2n1)CCCC3
  -0.21	0.9	5	-4	14	-20	0.9	-21	0
Cc1nc(N2CCN(Cc3nc4ccccc4[nH]3)CC2)c2oc3ccccc3c2n1
  2.5*	0.1	92*	2	84*	4	0.2	-10	0
COc1ccc(N2CCN(c3ncccn3)CC2)cc1
  1.1	0.8	24	16	92*	-2	0.1	-12	·
CCOC(=O)c1ccccc1NC(=O)CN1C(=O)c2ccccc2S1(=O)=O
  -0.72	0.8	21	-7	-2	-7	1	-19	-1
CCCc1cc(C(=O)Nc2sc(C)c(C)c2C(=O)OCC)no1
  0.13	1.8	-79	·	-13	·	1.1	·	13
O=C(/C(=C/c1ccccc1)c1ccccc1)N1CCCCC1
  0.41	0.3	74*	0	32	-8	0.7	31	·
Cc1c(CC(C)C)nc(N)c(C#N)c1-c1ccccc1
  1.6	0.8	16	15	30	-17	0.7	-2	-4
CSc1ccccc1NS(=O)(=O)c1ccc2c(c1)OCCO2
  0.037	2.7*	-170	70*	79*	5	0.2	2	-2
O=C(CSc1nnc(-c2cccnc2)n1Cc1ccco1)NCc1ccc2c(c1)OCO2
  0.084	0.6	40	-30	17	2	0.8	-22	9
O=C(Cn1nnc2ccccc21)OCC(=O)c1ccc(Cl)c(Cl)c1
  0.29	·	·	-31	·	7	·	-27	0
COc1ccc2nc(SCC(=O)N3CCNC3=O)[nH]c2c1
  -0.49	0.9	8	-25	6	-6	0.9	-20	8
CC1(O)N(Cc2ccccc2)C(=O)OC12CCCCC2 (stereo unspecified)
  0.51	0.9	10	·	74*	0	0.3	-8	10
